Artemis endo inh: Artemis endonuclease inhibitors, primary screen, biochemical, fluorescence intensity, FAM/BHQ-1 hairpin substrate; AID 686954, 2013; Protein artemis (Homo sapiens), Q96SD1; inhibition, % at 10 µM; recombinant Artemis, quenched FAM hairpin cleavage fluorescence; 30,000 compounds, 0.78% hits;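 active = at 10 µM dose, at least 30% inhibition, measured as corrected fluorescence normalized to stimulator and neutral control wells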
Target sequence (Q96SD1 whole entry, looked up): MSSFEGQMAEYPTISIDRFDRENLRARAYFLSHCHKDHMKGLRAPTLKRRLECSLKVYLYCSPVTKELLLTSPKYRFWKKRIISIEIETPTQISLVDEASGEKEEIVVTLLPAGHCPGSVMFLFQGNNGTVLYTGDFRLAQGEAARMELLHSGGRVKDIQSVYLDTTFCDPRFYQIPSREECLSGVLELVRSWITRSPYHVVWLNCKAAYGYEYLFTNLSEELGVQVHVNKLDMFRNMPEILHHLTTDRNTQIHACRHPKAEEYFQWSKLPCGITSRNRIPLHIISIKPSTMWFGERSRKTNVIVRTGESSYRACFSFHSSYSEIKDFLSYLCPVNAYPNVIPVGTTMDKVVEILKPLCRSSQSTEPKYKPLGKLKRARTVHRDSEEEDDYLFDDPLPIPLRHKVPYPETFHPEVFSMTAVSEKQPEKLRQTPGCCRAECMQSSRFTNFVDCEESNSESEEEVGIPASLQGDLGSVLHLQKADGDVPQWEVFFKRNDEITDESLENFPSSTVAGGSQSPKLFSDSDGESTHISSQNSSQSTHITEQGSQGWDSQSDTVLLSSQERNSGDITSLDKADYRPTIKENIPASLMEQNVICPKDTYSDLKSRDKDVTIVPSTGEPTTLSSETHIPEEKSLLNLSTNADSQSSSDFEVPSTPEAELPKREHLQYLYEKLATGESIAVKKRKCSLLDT
* = called active by the depositor. This is a subset; rates above refer to the full screens.

SMILES	Artemis endo inh
O=C(CN1CCN(c2ccccn2)CC1)Nc1ccc2ccccc2c1	0
Cc1nc(CS(=O)(=O)c2ccccc2)cc(N2CCOCC2)n1	1
CCCOc1ccccc1C(=O)NCCCC(=O)O	-4
c1ccc(-c2nc(N3CCCCC3)nc3ccccc23)cc1	6
COc1ccc(C(=O)NCC(C)C)c(OC)c1	0
Cc1ccccc1C(=O)NC(=S)Nc1ccc(S(=O)(=O)N2CCN(C)CC2)cc1	-1
COc1cccc(/C=N\NC(=O)C2C(=O)NCC2c2ccccc2)c1O (stereo unspecified)	-1
CCn1cc(C(=O)NCc2cccs2)c(=O)c2ccc(C)nc21	-6
COc1cc(NC(=O)c2cccs2)c(C(=O)OCC(=O)NC(=O)NC(C)(C)C)cc1OC	9
O=C1C2C(c3ccccc3)C=CC(c3ccccc3)C2C(=O)N1C1CCCCC1 (stereo unspecified)	-6
CCCOc1ccccc1N/C(=N/c1nc(C)cc(C)n1)NC(=O)COc1ccc(OC)cc1	14
O=C(Cn1cnc2cc(Cl)ccc2c1=O)Nc1ccc2c(c1)OCO2	10

By substructure: the compounds so far containing sulfur
SMILES	Artemis endo inh
Cc1nc(CS(=O)(=O)c2ccccc2)cc(N2CCOCC2)n1	1
Cc1ccccc1C(=O)NC(=S)Nc1ccc(S(=O)(=O)N2CCN(C)CC2)cc1	-1
CCn1cc(C(=O)NCc2cccs2)c(=O)c2ccc(C)nc21	-6
COc1cc(NC(=O)c2cccs2)c(C(=O)OCC(=O)NC(=O)NC(C)(C)C)cc1OC	9

Continuation.
SMILES	Artemis endo inh
Cc1ccc(/C=C/C(=O)N2CCc3ccccc3C2)cc1	-5
CN(C)CCN(Cc1ccccc1)c1ccnc(N(C)C)c1C#N	8
O=C(c1ccco1)N(Cc1cccs1)C1CCS(=O)(=O)C1 (stereo unspecified)	-8
O=C(OCN1C(=O)c2ccccc2C1=O)C1CCCCC1	3
COc1ccc(NC(=O)Nc2ccc3nccnc3c2)cc1	-3
CCOc1cc(S(=O)(=O)NC2CCCC2)ccc1Cl	2
O=C(CN1CCOCC1)OCCCC1CCCCC1	6
CCOC(=O)C1C(c2ccc3c(c2)OCO3)NC(=O)NC1(O)C(F)(F)F (stereo unspecified)	2
CC(C)Sc1nc(NCc2ccco2)c2c3c(sc2n1)COC(C)(C)C3	3
COc1ccc(CC(=O)NC2=NCCS2)cc1	5
Oc1ccc(CN2CCCc3ccccc32)c2cccnc12	23
CCn1c(N)c(C(=O)NCc2cccnc2)sc1=S	-5
CCN1C(=O)/C(=C\c2cccs2)C(C(=O)OC)=C1C	-4
O=C(O)CSCc1c(F)cccc1Cl	-7
NS(=O)(=O)c1cccnc1Nc1cccc(Cl)c1Cl	-6
COC(=O)c1c(NC(=O)CN2CCOCC2)sc2c1CCC(C)C2 (stereo unspecified)	0
Cc1ccnc(NC(=O)CCC(=O)N(CC(=O)NC2CCCCC2)c2ccc3c(c2)OCO3)c1	5
COC(=O)CSC1=C(C#N)C(c2ccc(C)cc2)C2=C(CCCC2=O)N1 (stereo unspecified)	7
COc1cc2nc(CN(CCC(C)C)Cc3nc4cc(OC)c(OC)cc4c(=O)[nH]3)[nH]c(=O)c2cc1OC	-4
COc1cc(C)c(C)cc1S(=O)(=O)N1CCCCC1c1cccnc1 (stereo unspecified)	4
O=C(COC(=O)c1cccc(S(=O)(=O)N2CCOCC2)c1)Nc1ccc2c(c1)OCO2	-3
Cc1ccc(C2CC(C(F)F)n3ncc(C(=O)Nc4cnn(Cc5ccccc5C)c4)c3N2)cc1 (stereo unspecified)	16
COc1ccccc1C(=O)N1CCCC1(C#N)c1ccccc1 (stereo unspecified)	14
Cc1ccc(NC(=S)N/C(=N/S(=O)(=O)c2ccccc2)c2ccccc2)cc1	7
O=c1c2c3n(c(=O)nc2[nH]n1-c1ccccc1)CCCCC3	5
COc1cccc(-c2nnc(NC(=O)c3ccc(S(=O)(=O)N(CC(C)C)CC(C)C)cc3)o2)c1	5
COC(=O)c1c(-c2ccc(Br)cc2)csc1NC(=O)Cc1ccc(OC)c(OC)c1	-2
Nc1sc2c(c1C(=O)NC1CCS(=O)(=O)C1)CCC2 (stereo unspecified)	-1
Cc1ccc(NC(=O)CSc2nnc(-c3ccccc3Br)o2)cc1C	9
CCN(CC)CC(=O)NCc1cc(-c2ccc(OC)cc2)no1	-4
COc1cccc(Sc2ccccc2CN(C)C)c1	4
CCOC(=O)N1CCC(NC(=O)CCCN2C(=O)CSc3ncccc32)CC1	-3
CC(C)=C1C2C=CC1C(C(=O)Nc1cc(C)ccc1C)C2C(=O)O (stereo unspecified)	-2
CNc1nc(-c2ccccn2)nnc1-c1ccccc1	13
CCN(CC)S(=O)(=O)c1ccc(NC(=O)C(C)N(c2ccccc2)S(C)(=O)=O)cc1 (stereo unspecified)	-9
Cc1ccc(C2CC(=O)NC3=C2C(=O)CCC3)cc1Br (stereo unspecified)	-1
COc1ccc(C(=O)O)cc1S(=O)(=O)N(C)CCc1cccnc1	-15
O=C(COc1ccc(Br)cc1)N1CCN(c2ccccc2)CC1	1
CCOc1ccccc1N1C(=O)c2ccc(C(=O)O)cc2C1=O	-3
COc1cccc(S(=O)(=O)Nc2cccc(C(=O)N3CCOCC3)c2)c1	-14
CCOC(=O)CSC1=C(C#N)C(c2ccc(C)cc2)C(C(=O)OC)C(=O)N1 (stereo unspecified)	-3
COC1(c2ccccc2)NC(=S)NN=C1c1ccccc1 (stereo unspecified)	1
CC1(C)CC(=O)C2=C(C1)N(Cc1ccccc1)C(=O)C2(O)C(F)(F)F (stereo unspecified)	4
Cc1cc(C)nc(NS(=O)(=O)c2ccc(NC(=O)CCC3COc4ccccc4O3)cc2)n1 (stereo unspecified)	-3
Cc1ccc(NC(=O)c2ccc(N/N=C/c3cccc(O)c3)c([N+](=O)[O-])c2)cc1	5
CC1(C)Cc2c(C#N)c(OCC(=O)c3ccc(Cl)cc3)nc(-c3ccoc3)c2CO1	14
Cc1nn(-c2ccccc2)c(Cl)c1C(=O)N1CCN(c2ncnc3c2cnn3-c2ccccc2)CC1	14
Cc1cc(NC(=O)c2cc3ncc(Br)cn3n2)no1	-6
COc1ccc(-c2cc(C(F)(F)F)n3ncc(C(=O)NCC4CCCO4)c3n2)cc1 (stereo unspecified)	-5
c1ccc(CN2CCC(Nc3nc(-c4ccccc4)nc4ccccc34)CC2)cc1	8
O=C(CC(=O)NCc1cccnc1)NCc1cccnc1	6
CN(C)C(=S)NC1(C)CCS(=O)(=O)C1 (stereo unspecified)	1
Cc1ccc(/C=N/c2sc3c(c2C#N)CCC3)s1	2
Cc1cccn2c(/C=N/OCc3ccc(F)cc3)c(-c3ccc(Cl)cc3)nc12	-5
Nc1nonc1-c1noc(N2CCOCC2)n1	-9
CC1=CC(=O)OC1Cc1ccncc1 (stereo unspecified)	-6
C=CCc1cccc(OC)c1OCCOCCNCCO	-6
CCc1ccc(N(CC(=O)Nc2ccc(OC)cc2OC)S(C)(=O)=O)cc1	-5
Cc1ccccc1NC(=O)c1c(-c2ccccc2)noc1C	1
COc1ccc(-c2cc(C(F)(F)F)n3ncc(C(=O)NCc4ccco4)c3n2)cc1	3

Ordered by number of heavy atoms (ascending): part of the list above.
SMILES	Artemis endo inh
CN(C)C(=S)NC1(C)CCS(=O)(=O)C1 (stereo unspecified)	1
Nc1nonc1-c1noc(N2CCOCC2)n1	-9
Cc1ccc(/C=N/c2sc3c(c2C#N)CCC3)s1	2
O=C(CC(=O)NCc1cccnc1)NCc1cccnc1	6
CCc1ccc(N(CC(=O)Nc2ccc(OC)cc2OC)S(C)(=O)=O)cc1	-5
Cc1cccn2c(/C=N/OCc3ccc(F)cc3)c(-c3ccc(Cl)cc3)nc12	-5
COc1ccc(-c2cc(C(F)(F)F)n3ncc(C(=O)NCC4CCCO4)c3n2)cc1 (stereo unspecified)	-5

Continued:
SMILES	Artemis endo inh
Cc1nc(SCC(=O)Nn2c(-c3ccccc3)nc3ccccc3c2=O)n[nH]1	1
COc1ccccc1NC(=O)CSC1=NC(=O)C(NC(C)=O)C(=O)N1 (stereo unspecified)	5
CCOc1ccc(C(=O)Nc2cccc(C)n2)cc1	8
O=C(Nc1ccc(Cl)cc1)OC(CN1CCCCC1)C(F)(F)F (stereo unspecified)	-6
CC(=O)c1cccc(NC(=O)C2CCN(S(=O)(=O)c3c(C)n[nH]c3C)CC2)c1	8
CC(=NCC1CCCO1)C1=C(O)CC(C)(C)CC1=O (stereo unspecified)	-1
COc1ccc(C(CC(=O)N2CCOCC2)C(C)C)cc1 (stereo unspecified)	-5
Cc1nnc(SCC(=O)N/N=C/c2cn(-c3ccccc3)nc2-c2ccc(F)cc2)n1-c1ccccc1	1
CC(=O)OC(C(=O)NCc1ccc(F)cc1)c1ccccn1 (stereo unspecified)	-6
CCc1cc2c(=O)nc3n(c2s1)Cc1ccccc1/C3=C(/O)c1ccccc1Cl	28
O=C(CCc1ccc(Oc2cc([N+](=O)[O-])cc([N+](=O)[O-])c2)cc1)N1CCCCC1	12
COc1ccc(C(=O)Nc2cccc(-c3nc4ncccc4o3)c2C)cc1	-1
CCCCc1c(O)nc(SCC(=O)Nc2ccc3c(c2)CCC3)[nH]c1=O	-1
CC(=O)Oc1ccc(/C=N/NC(=O)C2CCCN2S(=O)(=O)c2ccc(Cl)cc2)cc1 (stereo unspecified)	-4
Cc1nc([N+](=O)[O-])c(N2CCN(Cc3ccccc3)CC2)n1Cc1ccccc1	6
O=C(CCc1ccc(S(=O)(=O)N2CCCCC2)cc1)c1nnc(-c2ccccc2)o1	7
CCOc1cc(C2C3=C(CCCC3=O)NC3=C2C(=O)CCC3)cc(Cl)c1O	4
O=C(Nc1ccccc1)N1CCn2c1nc1ccccc12	4
COC(=O)CCC(=O)NNC(=O)c1ccc(Br)cc1	-6
CCn1c(-c2ccccc2Cl)nn(CC(=O)Nc2ccccc2OC)c1=S	9
CC1CCN(C(=O)CSc2nnc(CNc3ccc(F)cc3)n2Cc2ccco2)CC1	-11
COc1ccc(Cl)cc1NC(=O)C(C)N1CCN(C/C=C/c2ccccc2)CC1 (stereo unspecified)	13
Cc1noc2ncnc(Oc3ccccc3)c12	-2
Nn1cnnc1N/N=C/c1cc([N+](=O)[O-])c(Cl)cc1Cl	4
Cc1ccc(/C(O)=C2\C(=O)C(=O)N(c3cc(C)on3)C2c2cccc(Cl)c2)cc1 (stereo unspecified)	16
O=C(O)c1ccc(OC2CSC2)cc1	-3
COc1cc(NC(=O)CSc2nnnn2-c2ccccc2)cc(OC)c1OC	-8
CNC(=S)N(Cc1ccc(OC)cc1)C1CC(=O)N(c2ccc(OC)cc2)C1=O (stereo unspecified)	0
Cc1[nH]c2c(C)cccc2c1CCNC(=O)c1ccc2c(c1[N+](=O)[O-])C(=O)c1ccccc1C2=O	18
CCCSC1=C(C#N)C(c2cccs2)C(C(=O)Nc2ccccc2)=C(C)N1 (stereo unspecified)	4
CCn1c(SCC(=O)c2ccc(Cl)cc2)nnc1-c1ccoc1C	11
O=C(CC1NCCNC1=O)OCc1ccccc1 (stereo unspecified)	3
O=c1ccccn1Cc1ccccc1F	1
COc1ccc2c(CC(=O)Nc3c(C)n(C)n(-c4ccccc4)c3=O)coc2c1	4
COC(=O)CNC(=O)c1nn(-c2cccc(OC)c2)c(=O)c2ccccc12	-5
CC1=Nc2ccccc2/C1=C/c1sc(=N)n(-c2nccs2)c1O	16
CC(C)(C)c1ccc(-c2cc(C(=O)NNC(=O)Nc3ccccc3)c3ccccc3n2)cc1	5
COc1ccc(-c2c(C#N)c(SCC(=O)Nc3ccccc3)nc3c2CCCC3)cc1	12
CNc1nc(Cl)nc(NC(C)(C)C)n1	0
CCCC(c1nnnn1Cc1ccccc1)N1CCN(c2ccccc2OC)CC1 (stereo unspecified)	-4
O=C(O)/C=C/C(=O)Nc1ccccc1-c1ccccc1	2
NC(=O)C1CCN(Cc2nc3cc(Cl)ccc3c(=O)[nH]2)CC1	-3
Cc1nn(C)c(C)c1Sc1ccc(Br)cc1	-3
COc1ccc(Oc2c(Cl)cnn(-c3ccc(F)cc3)c2=O)cc1	0
Cc1ccccc1-c1noc(-c2ccccc2C(=O)N2CCCC2)n1	0
CCOC(=O)C(NS(=O)(=O)c1ccccc1)(C(F)(F)F)P(=O)(OC(C)C)OC(C)C (stereo unspecified)	-2
CCOc1ncccc1C(=O)OCC(=O)NCCc1ccccc1	4
CCOC(=O)/C(O)=C/c1ncc(C(F)(F)F)cc1Cl	12
CCOC(=O)N1CCN(CC(=O)Nc2c(C(=O)OC)[nH]c3ccc(Cl)cc23)CC1	-1
CCOC(=O)c1c(CN(C)C)n(C)c2ccc(OC(C)=O)cc12	-3
O=C(CN(Cc1ccco1)C(=O)CNS(=O)(=O)c1ccc(Cl)cc1)NCc1ccc(F)cc1	-7
CCOC(=O)c1sc2nccc(N(C)C)c2c1N=CNOCc1ccccc1	11
Cc1ccc(S(=O)(=O)N/N=C/c2c(C)nn(-c3ccccc3)c2C)cc1	7
Cn1c(=O)n(C)c2cc(NC(=O)CSc3nnc(-c4ccccc4O)n3-c3ccccc3)ccc21	2
CC(=O)Nc1cc2nn(-c3ccccc3)nc2cc1Cl	1
N#C/C(=C(\O)c1ccco1)c1ccccn1	5

A second format for part of the listing above.
N#C/C(=C(\O)c1ccco1)c1ccccn1
- Artemis endo inh: 5

CCOC(=O)N1CCN(CC(=O)Nc2c(C(=O)OC)[nH]c3ccc(Cl)cc23)CC1
- Artemis endo inh: -1

Cn1c(=O)n(C)c2cc(NC(=O)CSc3nnc(-c4ccccc4O)n3-c3ccccc3)ccc21
- Artemis endo inh: 2

CCOC(=O)c1sc2nccc(N(C)C)c2c1N=CNOCc1ccccc1
- Artemis endo inh: 11

From PubChem BioAssay
